Compound activity from PubChem BioAssay.
HEK293 cAMP cs: qHTS Assay for Agonists of the Thyroid Stimulating Hormone Receptor: Activators of Intracellular cAMP Concentrations in Parental HEK 293; parental HEK293 CNG cAMP sensor, membrane potential fluorescence; Potency, µM (highest dose often 57.1 µM), inactives show top-dose activation, most hits filed as activators; actives 2.5% (n = 73,000); AID 938, 2007; further: potency means the concentration at half of the fitted maximal effect; % of control where 0% means no effect; nearly all actives have a fitted effect of over 55% in size
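Parental HEK 293 cells stably expressing a cAMP-gated CNG channel were loaded with membrane potential dye containing 100 uM RO 20-1724 for 60 min. Compound added for 30 min; depolarization read as fluorescence intensity at 590 nm.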
Caspase-7 inhib: qHTS Assay for Allosteric/Competitive Inhibitors of Caspase-7 | actives 0.02% (n = 75,000) | AID 889, 2007 | recombinant caspase-7, Ac-DEVD-AFC fluorescence rate | P55210 | Potency, µM (titrated, usually from 57.5 µM), without a hit: at the top dose activity change, negative = inhibition, actives largely listed as inhibitors; active means well fitted inhibition curve with a large enough effect in the main read-out, with a control signal flat, not every such curve was filed as active; inconclusive means small, poorly fitted or top-dose-only effect, or a change in a side signal; further: potency means the concentration at half of the fitted maximal effect; % of control where 0% means no effect
Target sequence (P55210 24-198 limits assumed): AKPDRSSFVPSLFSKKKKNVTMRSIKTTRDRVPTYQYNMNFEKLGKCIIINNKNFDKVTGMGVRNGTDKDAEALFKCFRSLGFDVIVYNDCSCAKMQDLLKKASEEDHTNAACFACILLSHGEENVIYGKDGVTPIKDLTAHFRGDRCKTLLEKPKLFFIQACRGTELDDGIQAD
Target sequence (P55210 207-303 limits assumed): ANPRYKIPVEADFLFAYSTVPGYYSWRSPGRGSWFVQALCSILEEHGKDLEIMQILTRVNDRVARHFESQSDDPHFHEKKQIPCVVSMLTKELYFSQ
A350 fluor: qHTS Assay for Spectroscopic Profiling in A350 Spectral Region; Compound autofluorescence, 340/450 nm, Alexa 350 dye-equivalents; active compounds read high; AID 590, 2007; actives 11% (n = 59,000); max dye-equivalent concentration, M; in the data active means max dye-equivalent concentration above about 10 nM; inconclusive means mostly about 1.1 nM to 9.6 nM
Rhodamine autofl: qHTS Assay for Spectroscopic Profiling in Rhodamine Spectral Region | AID 594, 2007 | Rhodamine-region fluorescence, 547/598 nm, Tris buffer; active compounds read high | actives 0.05% (n = 59,000) | max dye-equivalent concentration, M; in the data active means max dye-equivalent concentration above about 11 nM; inconclusive means between about 1.1 nM and that limit
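Compounds in 100 mM Tris buffer, pH 8.0, were incubated 15 min at room temperature, then read at 547 nm excitation and 598 nm emission. Fluorescence was normalized against a per-plate six-point rhodamine standard curve as dye-equivalent concentration.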
ERK AVP block: qHTS Assay for Inhibitors of the ERK Signaling Pathway using a Homogeneous Screening Assay. Potency, µM (top dose mostly 57.5 µM), without a hit: at the top dose activity, negative = inhibition, hits mostly inhibitors. HEK293-V1b, vasopressin-stimulated pERK AlphaScreen. actives 0.99% (n = 72,000); further: potency means the concentration at half of the fitted maximal effect; on the % scale 0 is the no-effect control and ±100 the full control effect; nearly all actives have a fitted effect of over 55% in size
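qHTS, compounds titrated on V1b-expressing HEK293 cells. Preincubation 30 min at 37C, vasopressin 25 nM for 5 min, lysis 10 min, bead incubation 5 hr at room temperature.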
Tau filament bind: qHTS Assay for Tau Filament Binding. actives 2% (n = 71,000). Microtubule-associated protein tau (Homo sapiens), P10636. recombinant tau filaments, thioflavin S fluorescence, 15 h; filaments grown with octadecylsulfate alongside compound. Potency, µM (top dose mostly 57.1 µM), inactives show at the highest dose activity change, negative = inhibition;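 further: potency means the concentration at half of the fitted maximal effect; on the % scale 0 is the no-effect control and ±100 the full control effect; actives lower thioflavin S fluorescence by blocking filaments or displacing dye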
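Quantitative HTS: thioflavine S signal from ODS-induced tau filaments, excited at 450 nm, emission 510 nm. Conditions: 1 uM tau, 30 uM ODS, 15 h at 37 C, pH 7.4.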
Luciferase inh: qHTS Assay for Inhibitors of Firefly Luciferase; AID 411, 2009; purified firefly luciferase, luminescence, 8 min; Potency, µM (titrated, usually from 57.1 µM), for inactives: at the top dose activity change, negative = inhibition, hits mostly inhibitors; actives 2.2% (n = 72,000); further: potency means the concentration at half of the fitted maximal effect; on the % scale 0 is the no-effect control and ±100 the full control effect; nearly all actives have a fitted effect of over 40% in size
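Substrate buffer containing 10 uM ATP (pH 7.2 imidazole, Mg2+, KCl, detergent, BSA) is dispensed, compound pinned in, then luciferase/luciferin detector mix added. After 8 min at ambient temperature, light output is measured.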
4-MU autofl: qHTS Assay for Spectroscopic Profiling in 4-MU Spectral Region; compound autofluorescence, 340/450 nm, 4-MU equivalents; active compounds read high; max dye-equivalent concentration, M; actives 11% (n = 59,000); AID 589, 2007; in the data active means max dye-equivalent concentration above about 10 nM; inconclusive means mostly about 1.1 nM to 9.6 nM
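Compounds in 100 mM Tris, pH 8.0, incubated 15 min at room temperature, then fluorescence read at 340 nm excitation/450 nm emission. Signal converted to 4-MU dye-equivalent concentration using an on-plate six-point 4-MU standard curve.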
Fluorescein autfl: qHTS Assay for Spectroscopic Profiling in Fluorescein Spectral Region. max fluorescein-equivalent concentration, M. AID 593, 2007. actives 0.91% (n = 59,000). Compound autofluorescence, 480/540 nm, fluorescein-equivalent; active compounds read high; in the data active means max fluorescein-equivalent concentration above about 10 nM; inconclusive means between about 1.1 nM and that limit
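Compounds were pin-transferred into 100 mM Tris buffer, pH 8.0, and incubated 15 min at room temperature. Fluorescence was read at 480 nm excitation/540 nm emission. Signals were normalized to an on-plate six-point fluorescein standard curve as dye-equivalent concentration.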
Caspase-1 inhib: qHTS Assay for Allosteric/Competitive Inhibitors of Caspase-1; Caspase-1 enzyme, Ac-WEHD-AFC fluorogenic rate; Potency, µM (doses to about 57.5 µM), for the others: top-dose activity change, negative = inhibition, actives largely listed as inhibitors; actives 0.03% (n = 75,000);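 further: potency means the concentration at half of the fitted maximal effect; plate controls were vehicle for no effect and no substrate for full effect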
Target sequence (P29466 120-297 limits assumed): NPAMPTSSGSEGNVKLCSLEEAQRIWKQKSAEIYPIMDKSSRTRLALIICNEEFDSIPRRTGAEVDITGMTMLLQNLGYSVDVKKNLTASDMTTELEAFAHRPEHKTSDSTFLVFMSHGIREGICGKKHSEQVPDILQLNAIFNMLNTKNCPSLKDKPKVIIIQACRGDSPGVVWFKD
Target sequence (P29466 317-404 limits assumed): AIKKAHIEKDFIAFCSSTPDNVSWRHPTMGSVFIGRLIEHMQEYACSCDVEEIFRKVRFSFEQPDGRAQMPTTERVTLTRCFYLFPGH
Texas Red fluor: qHTS Assay for Spectroscopic Profiling in Texas Red Spectral Region. max dye-equivalent concentration, M. Compound fluorescence, Texas Red channel, 547/618 nm; active compounds read high. actives 0.06% (n = 59,000); in the data active means max dye-equivalent concentration above about 10 nM; inconclusive means between about 1.1 nM and that limit
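qHTS profiling of intrinsic compound fluorescence; 100 mM Tris pH 8.0; 15 min RT; ex 547 / em 618 nm; response expressed as Texas Red dye-equivalent concentration from six-point plate standard.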
An asterisk follows results filed as active; i = inactive; u = inconclusive; x = not tested or not shown; [ ] = remark or other dose. Unless noted, the call rests on the fitted dose curve; in most records, active means well fitted curve in the direction sought with a large enough effect; inconclusive means small, poorly fitted or top-dose-only effect, or another doubt; inactive means no such curve, though single readings can be large; an effect the other way counts as inactive or inconclusive. These rows are one share of the data (hit frequency here may not be typical).

Below each SMILES – HEK293 cAMP cs	Caspase-7 inhib	A350 fluor	Rhodamine autofl	ERK AVP block	Tau filament bind	Luciferase inh	4-MU autofl	Fluorescein autfl	Caspase-1 inhib	Texas Red fluor
COc1ccc(-c2nc(CS(=O)CC(=O)NCc3ccco3)c(C)o2)cc1OC (stereo not given)
  12%	0%	x	x	-22%	16%	0%	x	x	2%	x
CC(=O)O[C@H]1CC[C@]2(C)C(=CC[C@H]3[C@H]4C[C@H]5O[C@]6(CC[C@H](C)CN6)[C@H](C)[C@@H]5[C@]4(C)CC[C@@H]32)C1
  -8%[11.4 µM]	1%[11.5 µM]	i	i	13%[11.5 µM]	-1%[11.4 µM]	1%[11.4 µM]	i	i	0%[11.5 µM]	u
COC(=O)CNc1nc(-c2cccnc2)nc2ccccc12
  x	x	i	i	x	x	-1%[25.5 µM]	i	i	x	i
CC(=O)C1C(c2ccc(F)cc2)NC(=O)NC1(O)C(F)(F)F (stereo not given)
  1%	4%	i	i	10%	2%	1%	i	i	1%	i
Cn1c(N2CCOCC2)nc2c1c(=O)n(Cc1ccc(Cl)cc1)c(=O)n2C
  x	x	i	i	x	x	0%[25.5 µM]	i	i	x	i
COc1ccc(N2CCN(C(c3ccccc3OC)c3nnnn3C3CCCC3)CC2)cc1 (stereo not given)
  u	-5%	i	i	u	-30%	0%	i	u	-5%	i
Cc1noc(/C=C/N(C)C)c1S(=O)(=O)N1CCCC(C(=O)NCc2cccs2)C1 (stereo not given)
  -4%	-4%	x	x	-4%	53%	-2%	x	x	-5%	x
CCc1nnc(NS(=O)(=O)c2ccc(N3C(=O)C4CC=C(Cl)CC4C3=O)cc2)s1 (stereo not given)
  22%	-2%	u	i	-27%	6%	-1%	i	u	-4%	i
O=C(c1ccc(F)cc1)N1C2CCC1CC(O)(c1ccccc1F)C2 (stereo not given)
  23%	10%	i	i	10%	-1%	3%	i	u	-1%	i
O=C(Nc1cccnc1)c1ccc(NC(=O)c2ccco2)cc1
  -2%	0%	i	i	-16%	14%	0%	i	i	0%	i
CC(C)(C)n1ncc2c(=O)n(CC(=O)NC3CCCCC3)cnc21
  4%	-2%	i	i	-5%	-3%	-4%	i	u	1%	u
CN(C1CCCCC1)S(=O)(=O)c1ccc(Cl)c(C(=O)O)c1
  1%	0%	i	i	-13%	0%	3%	i	i	1%	i
Cc1cc(NC(=O)CCCS(=O)(=O)c2nc(-c3cccs3)cc(C(F)(F)F)n2)no1
  6%	2%	1.3e-07M*	i	24%	-9%	-3%	1.4e-07M*	i	-2%	i
CC(=O)c1sc2ccccc2c1OC(=O)c1ccco1
  1%	-1%	x	x	-12%	8%	-1%	x	x	-3%	x
CCOC(=O)c1c(C)c(C(=O)NCc2ccccn2)c(C)n1CC
  6%	-3%	i	i	-19%	-10%	1%	i	i	-3%	i
CCCn1cnc2c(c1=O)c1nc3ccccc3nc1n2CCc1ccccc1
  u	-3%	6.3e-07M*	i	-6%	-15%	3%	4.9e-07M*	u	-4%	i
Cc1nn(-c2ccc(F)cc2)c2c1cc(C#N)c1nc3ccccc3n12
  u	-1%[0.00368 µM]	6e-07M*	i	1%	12%	0%	4.3e-07M*	u	-12%	i
Cc1sc2nc(CN(Cc3cccs3)C(=O)C3CC3)[nH]c(=O)c2c1C
  u	0%	i	i	-22%	10%	0%	i	u	-2%	i
O=C1COc2ccc(C(=O)c3ccccc3)cc2CN1
  11%	0%	u	i	-8%	3%	0%	i	i	0%	i
CC(C)c1[nH]nc2c1C1(CCN(Cc3ccccc3)CC1)C(C#N)=C(N)O2
  11%	-26%	i	i	-15%	410%	1%	i	i	u	i
CCCn1c(N)c(N(C)C)c(=O)n(CC(=O)Nc2ccc(OC(F)(F)F)cc2)c1=O
  -5%	0%	i	i	12%	2%	-1%	i	u	2%	i
CN(C)Cc1ccccc1
  15%	2%	x	x	9%	0%	x	x	x	-5%	x
CC1(C)CC(c2csc(N)n2)CCO1 (stereo not given)
  8%	0%	u	i	-5%	-1%	-3%	i	i	-3%	i
Cc1c(C(=O)O)sc2ncn(C)c(=O)c12
  20%	-1%	i	i	-15%	-10%	1%	i	i	0%	i
Cc1ccc(NCc2nnc(SCC(=O)OC3CCCCC3)o2)c(C)c1
  15%	-1%	i	i	-2%	-19%	1%	i	i	-2%	u
COc1ccc(-n2c(=O)cc(N3CC(C)OC(C)C3)[nH]c2=O)cc1 (stereo not given)
  16%	0%	i	i	8%	6%	1%	i	i	2%	u
COc1cccc(Nc2ncnc3c2cnn3C)c1
  -1%	-1%	i	i	-30%	-18%	-13%	i	i	2%	i
COC(=O)COc1ccc(S(=O)(=O)Nc2ccc(NC(C)=O)cc2)cc1C
  6%	0%	i	i	-12%	-3%	1%	i	i	-1%	u
CC(C)CN1CN(S(=O)(=O)c2cccs2)c2nc3ccccc3nc21
  u	-3%	5.3e-08M*	i	-4%	125%	0%	4e-08M*	i	-2%	u
CCOc1ccccc1CN1C(=O)c2ccccc2C1C(=O)NCC1CCCO1 (stereo not given)
  15%	0%	i	i	-22%	-3%	2%	i	i	2%	u

Compound profiles (already shown). Order of values: HEK293 cAMP cs, Caspase-7 inhib, A350 fluor, Rhodamine autofl, ERK AVP block, Tau filament bind, Luciferase inh, 4-MU autofl, Fluorescein autfl, Caspase-1 inhib, Texas Red fluor
`Cc1cc(NC(=O)CCCS(=O)(=O)c2nc(-c3cccs3)cc(C(F)(F)F)n2)no1` across the screens: 6%, 2%, 1.3e-07M*, i, 24%, -9%, -3%, 1.4e-07M*, i, -2%, i
`COc1ccc(N2CCN(C(c3ccccc3OC)c3nnnn3C3CCCC3)CC2)cc1` (stereo not given) across the screens: u, -5%, i, i, u, -30%, 0%, i, u, -5%, i
`CCOc1ccccc1CN1C(=O)c2ccccc2C1C(=O)NCC1CCCO1` (stereo not given) across the screens: 15%, 0%, i, i, -22%, -3%, 2%, i, i, 2%, u
`CCCn1cnc2c(c1=O)c1nc3ccccc3nc1n2CCc1ccccc1` across the screens: u, -3%, 6.3e-07M*, i, -6%, -15%, 3%, 4.9e-07M*, u, -4%, i
`CCCn1c(N)c(N(C)C)c(=O)n(CC(=O)Nc2ccc(OC(F)(F)F)cc2)c1=O` across the screens: -5%, 0%, i, i, 12%, 2%, -1%, i, u, 2%, i

A section from further up, for reference:
Below each SMILES – HEK293 cAMP cs	Caspase-7 inhib	A350 fluor	Rhodamine autofl	ERK AVP block	Tau filament bind	Luciferase inh	4-MU autofl	Fluorescein autfl	Caspase-1 inhib	Texas Red fluor
CC(C)CN1CN(S(=O)(=O)c2cccs2)c2nc3ccccc3nc21
  u	-3%	5.3e-08M*	i	-4%	125%	0%	4e-08M*	i	-2%	u
CCOc1ccccc1CN1C(=O)c2ccccc2C1C(=O)NCC1CCCO1 (stereo not given)
  15%	0%	i	i	-22%	-3%	2%	i	i	2%	u

The list goes on:
Below each SMILES – HEK293 cAMP cs	Caspase-7 inhib	A350 fluor	Rhodamine autofl	ERK AVP block	Tau filament bind	Luciferase inh	4-MU autofl	Fluorescein autfl	Caspase-1 inhib	Texas Red fluor
COc1ncc2nc(CCc3ccccc3)c(=O)n(CCC#N)c2n1
  u	-1%	i	i	u	2%	0%[11.4 µM]	i	i	2%	i
Cc1ncoc1C(=O)Nc1nccs1
  18%	-1%	i	i	-3%	-1%	-1%	i	i	-1%	i
CCOC(=O)c1[nH]c(C)c(C(=O)NCCCN2CCOCC2)c1C
  2%	0%	i	i	19%	16%	-1%	i	i	1%	i
CCCn1c(-c2ccc(F)cc2)nc2c(NCC3CCCN3CC)nc(C)nc21 (stereo not given)
  16µM*	1%	x	x	-24%	18%	x	x	x	2%	x
CSc1ccccc1NC(=O)CCn1c(=O)sc2ccccc21
  16%	0%	i	i	16%	8%	1%	i	i	2%	i
Cc1ccc(S(=O)(=O)NCCCN2CCOCC2)cc1C
  -9%	0%	i	i	4%	32%	2%	i	i	0%	u
CCOC(=O)c1nnn(CC(=O)Nc2cccc(Cl)c2C)c1C(=O)OCC
  5%	0%	i	i	22%	-2%	3%	i	i	1%	i
Clc1ccc(-n2nnnc2Sc2ncnc3sccc23)cc1
  28%	0%	i	i	15%	4%	1%	i	u	2%	i
CC1(C)NC(C)(C)C(O)(C(N)=O)C1=O (stereo not given)
  u	-1%	i	i	5%	-5%	2%	i	i	1%	u
COc1ccc(CCNC(=O)c2ccc(CN3CCOCC3)cc2)cc1
  21%	-1%	i	i	-26%	0%	-3%	i	u	-2%	i
CC(=O)N1CC=CC1(CC(C)C)C(=O)NCc1ccccn1 (stereo not given)
  13%	0%	x	x	3%	12%	x	x	x	-1%	x
CC(=O)N1CCC2(CC1)CN(C(=O)Nc1cccc(C#N)c1)C2
  u	0%	i	i	16%	-5%	0%[11.4 µM]	i	i	0%	i
